Source: PubChem BioAssay
H9c2 TAG inh – inhibitors of triacylglycerol accumulation, primary screen, cell-based, uHTS, fluorescence, H9c2; H9c2 cells, Nile Red lipid (TAG) fluorescence; cells loaded with 200 µM oleic acid; 230,000 compounds, 0.66% hits; inhibition, % at 12.5 µM;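 active means pattern-corrected inhibition of lipid staining of at least 50% with the nuclear-stain viability signal not falling by more than 50%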;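 further: 0% = DMSO wells and 100% = triacsin C control wells; some results filed as inactive read as strong as hits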
H9c2 TAG inh DAPI viability – second read-out of H9c2 TAG inh, no call of its own (marks repeat the call); DAPI nuclei signal change (viability), lower = more cytotoxic, %;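 whole-well DAPI fluorescence read on a plate reader as a viability signal; minus 50 percent equals half of cells still viable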
Starred values were filed as active, the others as inactive. Some of the compounds tested. The share of hits here may be higher or lower than overall.

SMILES	H9c2 TAG inh	H9c2 TAG inh DAPI viability
COc1ccc(N2C(=O)CC2(/C=C/c2ccccc2OC)C(=O)NC2CCCC2)cc1 (stereo not given)	9	8
Cc1cc2c(cc1S(=O)(=O)NCCc1ccc(Cl)cc1)OCC(=O)N2	4	-3
CS(=O)(=O)N(Cc1cccc(CN(C(C(=O)O)c2ccccc2)S(C)(=O)=O)c1)C(C(=O)O)c1ccccc1 (stereo not given)	-12	-3
Cc1ccc(NC(=O)CN(C)S(=O)(=O)c2cccc3nsnc23)cc1C	2	-2
CC1CCC2(CC1)NC(=O)N(CC(=O)NC(C)c1ccc(F)c(F)c1)C2=O (stereo not given)	-10	4
COc1ccc(NC(=O)CSc2ccc3nnc(-c4ccccn4)n3n2)cc1OC	28	-12
CCN(CC(=O)Nc1ccc(NC(C)=O)cc1)C(=O)c1cc(C)on1	-12	5
CN(CCc1ccccc1)C(=O)c1ccc(NC(=O)Cc2ccc(NC(=O)C3CCN(S(=O)(=O)c4cccc([N+](=O)[O-])c4)CC3)cc2)cc1	2	5
Cc1cc(C)n2nc3nc(N4CCCC4)nc(-c4ccccc4)c3c2n1	0	20
COc1cc(Cn2cnnn2)ccc1O	-8	2
CN(C)S(=O)(=O)c1ccc(N2CCCC2)c(C(=O)N2CCN(S(=O)(=O)c3ccc(F)c(F)c3)CC2)c1	-27	6
CCOCCCNC(=S)Nc1cc(OCC)c(NC(=O)c2ccco2)cc1OCC	8	3
O=S(=O)(c1ccc(SCc2ccc(Br)cc2)nc1)N1CCOCC1	-26	-1
Cc1ccc(NC(=S)/N=C(\N)Nc2nc(C)c3cc(C)c(C)cc3n2)cc1C	1	13
COC(=O)c1ccccc1NC(=O)c1ccccc1OC	-8	-2
COc1ccc(C2CC(=O)Oc3c(C(CCN4CCOCC4)c4cc(OC)c(OC)c(OC)c4)c(OC)cc(OC)c32)cc1 (stereo not given)	0	0
CCOC(=O)Cn1c(C)c(C#N)c2ccccc21	-7	-7
CCN1CCN(c2ncc3c(n2)CC(c2cc(OC)c(OC)c(OC)c2)CC3=O)CC1 (stereo not given)	60*	-4.7*
CCOC(=O)C1(C)CCCN(C(=O)c2cccnc2)C1 (stereo not given)	10	-2
Cc1cc(Cl)ccc1C(=O)C1CCCN(C(=O)/C=C/c2cnn(C)c2)C1 (stereo not given)	1	-6
c1ccc(CCNc2nc3ccccc3n3nnnc23)cc1	-6	38
O=C(Nc1ccc(F)c(F)c1)C1CCCN1S(=O)(=O)c1ccc(F)cc1 (stereo not given)	9	2
CC(C)C(NC(=O)c1ccc(C(C)(C)C)cc1)C(=O)NC1=NCCS1 (stereo not given)	5	4
CCN1CCCC1CNC(=O)c1ccc(N2CCCC2=O)cc1 (stereo not given)	-12	17
Cc1cc(NC(=O)c2cccc(Br)c2)no1	-7	3
Cn1c(SCC(=O)N2CCOCC2)nnc1-c1ccc2ncccc2c1	-6	-2
CN(CCOc1ccccc1)Cc1nc2cc(Cl)ccc2c(=O)[nH]1	7	-1
COc1ccc(NC(=S)NC(C)Cc2cccs2)cc1 (stereo not given)	1	3
O=C(O)CC(NC(=O)c1cccc([N+](=O)[O-])c1)c1ccc2c(c1)OCO2 (stereo not given)	4	-8
COc1ccccc1-n1c(=O)c2c3c(sc2n2c(=S)[nH]nc12)CCC3	2	-14
Cc1ccc(-c2nnc(SCC(=O)N(CC(C)C)c3c(N)n(Cc4ccccc4)c(=O)[nH]c3=O)n2N)cc1	10	-7
O=C(Cc1ccc(Br)cc1)c1ccc(O)cc1O	0	3
O=C1Nc2ccc([N+](=O)[O-])cc2OC1CCN1CCN(Cc2ccc3c(c2)OCO3)CC1 (stereo not given)	5	-4
O=C1Cc2cc(S(=O)(=O)N3CCN(c4ccc(C(=O)O)cc4)CC3)ccc2N1	-2	5
COC(=O)c1ccc(CSc2nc3ccccc3c(=O)n2CC(C)C)o1	-3	2
CC1(C)CC(=O)/C(=C(/O)CCCN2C(=O)c3ccccc3C2=O)C(=NC(C)(C)C)C1	1	10
COc1ccc(C(C)(O)c2nc(-c3ccc(C)c(C)c3)cs2)cc1 (stereo not given)	1	-3
O=C(COc1ccc(Cl)cc1Cl)N/N=C1\CCCc2ccccc21	-1	4
CCCC(=O)Nc1ccccc1NC(=O)CCC	15	-5
CC(C)(C)c1ccc(OCC(=O)NNC(=S)NC(=O)c2ccccc2[N+](=O)[O-])c(Br)c1	15	-1
CC(C)(C)OC(=O)N1CCCC(C(=O)Nc2ccc(C(=O)N3CCCCC3)cc2)C1 (stereo not given)	10	-6
CN(CC(=O)O)S(=O)(=O)c1ccc2c(c1)NC(=O)CC(=O)N2	-5	6
CCN1/C(=C/c2ccc3ccccc3[n+]2CC)C=Cc2ccccc21	-20	-23
CN(C(=O)CCn1c(=S)oc2ccccc21)C1CCCCC1	-8	-3
CCOc1cc(C2/C(=C(/O)c3ccc(OC(C)C)cc3)C(=O)C(=O)N2CCCOC)ccc1O (stereo not given)	10	-2
Cc1cc(NC(=O)CC(CN(C)S(=O)(=O)c2ccccc2)c2ccccc2)no1 (stereo not given)	-6	3
N#Cc1c(N2C(=O)c3ccc(C(=O)O)cc3C2=O)sc2c1CCCC2	0	-1
COc1ccc(N=C2C(=S)N(c3ccc(OC)cc3)C(=NS(=O)(=O)c3ccccc3)N2c2ccccc2)cc1	-12	-4
COc1ccc(CNC(=O)C2CCC(CNS(=O)(=O)c3cccc4nsnc34)CC2)cc1 (stereo not given)	-11	7
CC1(C(=O)NS(=O)(=O)C2CC2)CCN(C(=O)c2c(F)cccc2F)C1 (stereo not given)	-16	12
COc1ccc(N2CCC(CNC(=S)Nc3ccc(C)cc3C)C2)cc1 (stereo not given)	-9	12
CN(CC(=O)Nc1cccc(F)c1)CC(=O)Nc1ccccc1-c1ccccc1	-16	-3
C=C(C)CCOC(=O)C(CC(=O)O)NCc1ccco1 (stereo not given)	2	-3
CCN(CC)S(=O)(=O)c1ccc(O)c(C(=O)OCC(=O)NC23CC4CC(CC(C4)C2)C3)c1	-4	2
CC1(C)CC(=O)C2=C(C1)OC(N)=C([N+](=O)[O-])C2c1ccc(F)cc1 (stereo not given)	5	-5
COc1ccc(-c2cc(C(F)(F)F)n3nc(C(=O)Nc4c(C)n(C)n(-c5ccccc5)c4=O)c(Cl)c3n2)cc1	10	-1
CNc1ncnc2c1ncn2[C@H]1CN(Cc2ccc(OC)cc2)C[C@@H](CO)O1	-1	8
CCOC(=O)CC(NC(=O)c1ccc(C)cc1)c1ccc(OC)cc1 (stereo not given)	-9	9
Cc1ccc(NC(=O)c2ccc(Cn3cc(Br)cn3)o2)cc1	-41	8
CCOCC(O)CNC(=O)c1ccc(OC2CCN(C(=O)c3cccnc3)CC2)cc1 (stereo not given)	8	-1

Pulled by structure from above, 2 records:
SMILES	H9c2 TAG inh	H9c2 TAG inh DAPI viability
COc1ccc(N=C2C(=S)N(c3ccc(OC)cc3)C(=NS(=O)(=O)c3ccccc3)N2c2ccccc2)cc1	-12	-4
C=C(C)CCOC(=O)C(CC(=O)O)NCc1ccco1 (stereo not given)	2	-3

Carrying on.
SMILES	H9c2 TAG inh	H9c2 TAG inh DAPI viability
Cc1ccn2c(Nc3ccccc3C)c(-c3cccnc3)nc2c1	3	-6
COc1ccc(NC2=C(C)C(=O)CC2)cc1	23	-1
Nn1c(SCc2ccc(F)cc2)nnc1-c1cccnc1	0	-1
O=C(COC(=O)c1ccc(S(=O)(=O)N2CCOCC2)cc1)Nc1nc(-c2ccccc2)cs1	10	2
O=C(CCN1C(=O)c2ccccc2C1=O)Nc1ccncc1	-20	6
Cn1c(=O)c2c(nc(CN3CCN(CCO)CC3)n2CCc2ccccc2)n(C)c1=O	8	-4
O=C(COC(=O)CSc1ccc(F)cc1)NCc1ccco1	3	-5
CCOC(=O)c1cnc2ccc(C)cc2c1Sc1ccccc1C(=O)OC	2	-6
COc1ccc(CC(=O)NNC(=O)CCc2ccccc2)cc1OC	-4	3
Cc1nc2ccc(Cl)cn2c1C(=O)NN	-3	-11
C=CCOC(=O)C1=C(C)NC(SCC(=O)Nc2ccccc2)=C(C#N)C1c1ccco1 (stereo not given)	-8	17
C[C@@H]1ON(C)[C@H]2C[C@H]3c4[nH]c5ccccc5c4CCN3C(=O)[C@@H]12	17	-5
COCCCNc1nc2nonc2nc1N1CCC(C(C)N2CCOCC2)CC1 (stereo not given)	10	-8
O=C(NCC(=O)N1CCCCCCC1)c1ccc(Cl)c(Cl)c1	5	-3
Cc1ccc(Cc2c(-c3ccc(F)cc3)nc3cc(C)ccn23)cc1	-13	8
Cc1ccc(C2C3=C(CC(C)(C)CC3=O)Nc3n[nH]c(C)c32)cc1 (stereo not given)	-4	12
CC(C)(C)c1ccc(C(=O)Cn2nc(C(=O)O)c3ccccc3c2=O)cc1	6	-3
CCn1cc(CN2CCC(n3nccc3NC(=O)Cc3ccccc3)CC2)cn1	12	3
O=C(Cc1ccc([N+](=O)[O-])cc1)Oc1ccccc1	1	-3
NC(=O)C(=O)N/N=C/c1cccc(C(F)(F)F)c1	9	-10
O=c1[nH]cnc(O)c1C(c1ccc(Br)cc1)c1c(O)nc[nH]c1=O	0	7
COc1cccc(C(=O)NCCCNc2nc3cc(C)cc(C)c3cc2C#N)c1	-1	9
Cc1ccc(-n2sc3ccccc3c2=O)cc1S(=O)(=O)N1CCCCC1	19	-11
COCCN(C(=O)c1ccc(-c2ccc(Cl)cc2)o1)c1c(N)n(Cc2ccccc2)c(=O)[nH]c1=O	-8	-2
CCOC(=O)c1c(NC(=O)CSc2nnnn2C)sc(C)c1C	-31	-3
CCCc1ccc(O)c(N=Cc2cc(Br)cc(OCC)c2O)c1	-2	0
O=C(COC(=O)c1ccc(Sc2ccccc2)c([N+](=O)[O-])c1)NC1CCCc2ccccc21 (stereo not given)	2	7
COc1ccc(NC(=O)C2C3C=CC(O3)C2C(=O)NCc2cccnc2)cc1 (stereo not given)	7	-9
CCNc1nc(N)c(C(=C(C#N)C#N)c2ccccc2)s1	8	25
CCc1ccc(NC(=O)c2cc3c(C)nc4ccccc4c3o2)cc1	-1	5
CC(C)CN1CC(COCc2ccccc2)Oc2ccccc2S1(=O)=O (stereo not given)	-26	0
C=CCc1ccc(OCCCOc2ccc(C(=O)O)cc2)c(OC)c1	-3	-6
Cc1nnc(SC(C)C(=O)NC2CCCCC2)s1 (stereo not given)	2	4
CCc1nc2ccc(C(=O)N3CCN(C)CC3)cn2c1N(C)CCC(C)C	21	1
COc1ccc(NC(=O)c2oc3ccccc3c2CSC)cc1S(=O)(=O)N1CCOCC1	-10	3
CCc1c(-c2ccccc2)nc2sc3c(c2c1N)CCCC3	-9	1
COc1ccc(N2CCN(S(=O)(=O)c3cc4c5c(c3)C(C)C(=O)N5CCC4)CC2)cc1 (stereo not given)	-15	-5
COC(=O)c1cc(OCC(=O)Nc2ccc3c(c2)CCC3)cc(C(=O)OC)c1	-24	-5
O=C(c1ccccc1Br)N1CCn2c1nc1ccccc12	-1	2
OCC[C@H]1C[C@@H](O)[C@H](O)[C@]2(CCCO2)O1	15	2
O=C(CSc1nc2ccccc2c(=O)n1Cc1ccco1)NCCN1C(=O)CSC1=O	1	-4
CCCCN(C)C(=O)c1sc2ncn(CC)c(=O)c2c1C	-14	-9
O=C(Cn1nc2n(c1=O)-c1ccccc1SC2)N/N=C/c1ccncc1	1	-6
Cc1ccc(-n2nnnc2-c2cnc(-c3cccnc3)nc2C(F)(F)F)cc1	-26	3
CC1CC(C)CN(CC(=O)NNC(=O)COc2ccc(Cl)cc2)C1 (stereo not given)	0	7
Cc1ccc(C)c(NC(=O)NCc2ccccn2)c1	-7	4
CCOC(=O)c1cn2cccnc2n1	-7	9
Cc1ccc(CN2CC(C(=O)Nc3ccc(S(=O)(=O)N4CCCCC4)cc3)CC2=O)cc1 (stereo not given)	-16	-10
CCOC(=O)CC(=O)CSc1ncnc2c1nnn2-c1ccc(OC)cc1	-7	4

Filtered by structure: those above with fluorine (twelve)
SMILES	H9c2 TAG inh	H9c2 TAG inh DAPI viability
CC1CCC2(CC1)NC(=O)N(CC(=O)NC(C)c1ccc(F)c(F)c1)C2=O (stereo not given)	-10	4
CN(C)S(=O)(=O)c1ccc(N2CCCC2)c(C(=O)N2CCN(S(=O)(=O)c3ccc(F)c(F)c3)CC2)c1	-27	6
O=C(Nc1ccc(F)c(F)c1)C1CCCN1S(=O)(=O)c1ccc(F)cc1 (stereo not given)	9	2
CC1(C(=O)NS(=O)(=O)C2CC2)CCN(C(=O)c2c(F)cccc2F)C1 (stereo not given)	-16	12
CN(CC(=O)Nc1cccc(F)c1)CC(=O)Nc1ccccc1-c1ccccc1	-16	-3
CC1(C)CC(=O)C2=C(C1)OC(N)=C([N+](=O)[O-])C2c1ccc(F)cc1 (stereo not given)	5	-5
COc1ccc(-c2cc(C(F)(F)F)n3nc(C(=O)Nc4c(C)n(C)n(-c5ccccc5)c4=O)c(Cl)c3n2)cc1	10	-1
Nn1c(SCc2ccc(F)cc2)nnc1-c1cccnc1	0	-1
O=C(COC(=O)CSc1ccc(F)cc1)NCc1ccco1	3	-5
Cc1ccc(Cc2c(-c3ccc(F)cc3)nc3cc(C)ccn23)cc1	-13	8
NC(=O)C(=O)N/N=C/c1cccc(C(F)(F)F)c1	9	-10
Cc1ccc(-n2nnnc2-c2cnc(-c3cccnc3)nc2C(F)(F)F)cc1	-26	3
